C diff HTS – blocks growth of Clostridium difficile; 86,000 tested, 0.25% active; growth activity, negative = inhibition, % at 16 µg/mL (by protocol); AID 1259249; Clostridium difficile clinical isolate growth, OD600, 24 h; stronger effect = lower value;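 active means mean growth activity at or below -80% and every replicate also at or below -80%; inconclusive means mean at or below -80% but some replicate above -80%; inactive means mean growth activity above -80%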;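 further: 0% = DMSO wells and -100% = levofloxacin 16 µg/mL wells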
KDM4C inh – blocks human GASC-1 (KDM4C) demethylase activity. 96,000 tested, 0.15% active. AID 720574. GST-KDM4C 2-372, H3K9me3 peptide, LANCE TR-FRET. inhibition, % at 12.5 µM;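 active means mean replicate inhibition above about 25%, with at least 55% of replicates also reaching it, limit read from the data, passing the limit was not always enough; inconclusive means only one of those two conditions met; inactive means neither condition met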
Target sequence (Q9H3R0 2-372 limits assumed): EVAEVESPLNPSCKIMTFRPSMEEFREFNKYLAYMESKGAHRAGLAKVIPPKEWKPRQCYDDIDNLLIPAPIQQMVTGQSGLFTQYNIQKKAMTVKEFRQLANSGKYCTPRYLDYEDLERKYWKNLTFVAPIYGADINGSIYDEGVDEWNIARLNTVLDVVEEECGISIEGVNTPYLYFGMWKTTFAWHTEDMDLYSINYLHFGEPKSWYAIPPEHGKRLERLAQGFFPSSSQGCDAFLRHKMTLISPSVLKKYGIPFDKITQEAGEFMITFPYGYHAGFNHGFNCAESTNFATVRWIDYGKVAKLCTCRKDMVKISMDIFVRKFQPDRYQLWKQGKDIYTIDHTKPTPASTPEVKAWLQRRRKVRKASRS
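System: N-terminal GST-fused human GASC-1 (KDM4C) fragment, residues 2-372 / Amount: 10 nM GST-KDM4C in enzyme reaction / Also added: H3K9me3 peptide with Fe(II)/2OG / Times: 30 min demethylation and 1 h detection at room temperature / Signal: LANCE TR-FRET / Read-out basis: Fall in 671/618 emission ratio as inhibition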
Tcruzi prolif – inhibitors of T. cruzi proliferation | AID 624255 | T. cruzi beta-gal in NIH3T3, GalScreen luminescence, 90 h | inhibition, % at 8.34 µM | 77,000 tested, 5.9% active;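 active means mean inhibition above about 93%, with at least 55% of replicates each passing it, limit read from the data, passing the limit was not always enough; inconclusive means only one of those two conditions holds; inactive means neither condition holds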
Pf Dd2 inh – inhibitors of Plasmodium falciparum Dd2 growth | activity change, % at 10 µM | 94,000 tested, 2.3% active | P. falciparum Dd2 growth, SYBR Green, 72 h; stronger effect = lower value; in the data active means activity change below about -80%; inconclusive means no clear call, values can overlap the other calls
* = called active by the depositor; ? = inconclusive; · = not tested or not shown; & = joins results of further samples.

Order of values: KDM4C inh, Tcruzi prolif, C diff HTS, Pf Dd2 inh
> COc1ccc(NC(=O)Nc2ccc3c(c2)C(=O)N([C@@H](C)CO)C[C@@H](C)[C@@H](CN(C)S(=O)(=O)c2ccc(OC)cc2)OCCCC[C@H](C)O3)cc1
    -0.2, -48, 6, 10
> C/C=C/c1ccc([C@H]2[C@@H](CN(C)C(=O)CC)N(C(=O)NC(C)C)[C@H]2CO)cc1
    -0.2, 10, 5, -6
> CCC(=O)N1CCCCN2[C@@H](CO)[C@H](c3ccc(-c4cccnc4)cc3)[C@@H]2C1
    -0.6, 100*, -8, 36
> O=C(C[C@@H]1CC[C@@H]2[C@H](COC[C@H](O)CN2S(=O)(=O)c2cccc(Cl)c2)O1)NC1CCC1
    -0.5, -17, 7, -9
> CO[C@@H]1CN(C)C(=O)c2cc(NS(=O)(=O)c3cccc(F)c3)ccc2OC[C@@H](C)NC[C@H]1C
    -0.3, -354, ·, 8
> C[C@@H]1CN([C@H](C)CO)C(=O)c2cc(NC(=O)CCN3CCOCC3)ccc2O[C@H]1CN(C)S(=O)(=O)c1ccc(Cl)cc1
    -1.1, 62, 1, -13
> O=C(c1ccccn1)N1CC(=O)N2[C@H](CO)[C@H](c3ccc(C4=CCCC4)cc3)[C@@H]2C1
    1.8, ·, -1, 20
> C/C=C/c1ccc([C@H]2[C@H]3CN(Cc4ccccc4)CC(=O)N3[C@H]2CO)cc1
    0.0, ·, 1, 35
> CC(C)NC(=O)N(C)C[C@@H]1Oc2ccc(NS(C)(=O)=O)cc2C(=O)N([C@@H](C)CO)C[C@H]1C
    -1.2, 23, 1, -5
> COc1ccc(S(=O)(=O)Nc2ccc3c(c2)C(=O)N([C@H](C)CO)C[C@@H](C)[C@@H](CN(C)C(=O)C2CCCCC2)OCCCC[C@H](C)O3)cc1
    1.1, -74, 2, -69
> CN1CCN(C(=O)C[C@@H]2CC[C@H]3[C@@H](COC[C@H](O)CN3Cc3cccc(F)c3)O2)CC1
    -0.5, 71, -5&-13, ·
> CCCNC(=O)C[C@@H]1CC[C@H]2[C@H](COc3ccc(NC(=O)CC)cc3C(=O)N2C)O1
    0.7, -20, 0, 5
> N#C[C@H]1[C@@H](c2ccc(-c3ccccc3)cc2)[C@H](CO)N1C(=O)Cc1ccccc1
    -1.5, 104*, 12, -15
> CO[C@H]1CN(C)C(=O)c2cc(NC(=O)Nc3c(C)noc3C)ccc2OC[C@@H](C)N(CCC(F)(F)F)C[C@H]1C
    0.3, 6, ·, 12
> CC(=O)N1[C@@H]2c3ccc(C4=CCCC4)c(=O)n3C[C@H]1[C@H](CO)[C@H]2C(=O)NC1CCCCC1
    -0.4, 84, -4, 3
> CO[C@H]1CN(C)C(=O)c2cc(NS(=O)(=O)c3ccccc3C)ccc2OC[C@H](C)NC[C@@H]1C
    0.7, 25, -5, 8
> CN(C)CC(=O)N[C@@H]1CC[C@@H](CCn2cc(CN(C)C)nn2)O[C@@H]1CO
    1.4, 24, -8, 12
> Cc1ccccc1S(=O)(=O)N(C)C[C@H]1OCc2ccccc2-c2c(n(C)c3ccccc23)C(=O)N([C@@H](C)CO)C[C@H]1C
    -1.5, 63, ·, -65
> COCC(=O)N1C[C@H](C)[C@@H](OC)CN(C)C(=O)c2cc(NC(=O)c3ccc(OC)cc3)ccc2OC[C@H]1C
    -0.2, 6, ·, 22
> COc1ccc(NC(=O)N(C)C[C@H]2Oc3ccc(NC(=O)c4ccncc4)cc3CC(=O)N([C@@H](C)CO)C[C@@H]2C)cc1
    -0.8, 69, -3, 0

5 compounds drawn at random from those above, as already listed:
Order of values: KDM4C inh, Tcruzi prolif, C diff HTS, Pf Dd2 inh
> CO[C@@H]1CN(C)C(=O)c2cc(NS(=O)(=O)c3cccc(F)c3)ccc2OC[C@@H](C)NC[C@H]1C
    -0.3, -354, ·, 8
> CCC(=O)N1CCCCN2[C@@H](CO)[C@H](c3ccc(-c4cccnc4)cc3)[C@@H]2C1
    -0.6, 100*, -8, 36
> Cc1ccccc1S(=O)(=O)N(C)C[C@H]1OCc2ccccc2-c2c(n(C)c3ccccc23)C(=O)N([C@@H](C)CO)C[C@H]1C
    -1.5, 63, ·, -65
> COc1ccc(NC(=O)Nc2ccc3c(c2)C(=O)N([C@@H](C)CO)C[C@@H](C)[C@@H](CN(C)S(=O)(=O)c2ccc(OC)cc2)OCCCC[C@H](C)O3)cc1
    -0.2, -48, 6, 10
> CN1CCN(C(=O)C[C@@H]2CC[C@H]3[C@@H](COC[C@H](O)CN3Cc3cccc(F)c3)O2)CC1
    -0.5, 71, -5&-13, ·

(further entries)
Order of values: KDM4C inh, Tcruzi prolif, C diff HTS, Pf Dd2 inh
> CCCNC(=O)N(C)C[C@@H]1Oc2cc(C#Cc3ccccn3)ccc2S(=O)(=O)N([C@@H](C)CO)C[C@H]1C
    4.9, ·, -3, -11
> C[C@@H]1CN([C@@H](C)CO)C(=O)c2cccc(NC(=O)Nc3ccc(C(F)(F)F)cc3)c2O[C@H]1CN(C)S(=O)(=O)c1ccc(Cl)cc1
    ·, ?, ·, -73
> Cc1cccc(S(=O)(=O)N[C@H]2CC[C@@H](CCNC(=O)Nc3cc(F)ccc3F)O[C@@H]2CO)c1
    -0.3, -47, 5, -48
> C[C@@H]1CN([C@@H](C)CO)C(=O)Cc2cc(NC(=O)NC3CCCCC3)ccc2O[C@H]1CN(C)Cc1ccc(C(F)(F)F)cc1
    -0.3, 77, -11, -28
> O=C(C[C@H]1CC[C@H](NC(=O)Nc2ccc3c(c2)OCO3)[C@@H](CO)O1)NCc1ccc2c(c1)OCO2
    -0.7, 9, 3, -7
> COc1ccc(C(=O)Nc2ccc3c(c2)C(=O)N(C)C[C@H](OC)[C@@H](C)CN(C)[C@H](C)CO3)cc1
    0.1, 7, 1, 45
> C[C@H]1CN([C@@H](C)CO)C(=O)c2cccc(NC(=O)c3cnccn3)c2O[C@H]1CN(C)S(=O)(=O)c1ccccc1
    -1.9, 7, ·, 9
> O=C(c1ccc(F)cc1)N1C[C@@H]2[C@H](c3ccccc31)[C@@H](CO)N2Cc1ccc2c(c1)OCO2
    -0.8, 76, 0, 7
> C[C@H]1CN([C@@H](C)CO)C(=O)CCCn2cc(nn2)CO[C@@H]1CN(C)S(=O)(=O)c1ccccc1F
    -0.5, -11&-14, -2&0, -7&6
> O=C(N[C@H]1CC[C@@H](CCNC(=O)C2CCC2)O[C@H]1CO)c1ccncc1
    -0.6, ·, 3, -4
> C[C@@H]1CN([C@H](C)CO)C(=O)c2cc(NS(=O)(=O)c3ccc(Cl)cc3)ccc2O[C@@H](C)CCCCO[C@@H]1CN(C)S(=O)(=O)c1ccc(F)cc1
    6.5, 105*, -6, -66
> COc1cccc(C(=O)Nc2ccc3c(c2)C(=O)N(C)[C@@H]2CC[C@H](CC(=O)NCCCN4CCOCC4)O[C@H]2CO3)c1
    -0.8, -59, -3, ·
> CCCN1C[C@@H](C)[C@H](OC)CN(C)C(=O)c2cc(NS(=O)(=O)c3ccccc3)ccc2OC[C@@H]1C
    3.1, -12, ·, -5
> CN(C)C(=O)C[C@H]1CC[C@@H]2[C@H](COc3ccc(NC(=O)NCc4ccccc4)cc3C(=O)N2C)O1
    1.3, -64, 1, -55
> CO[C@@H]1CN(C)C(=O)c2cc(NC(=O)NC3CCCC3)ccc2OC[C@@H](C)NC[C@@H]1C
    ·, ·, 0, 40
> O=C(C1CCOCC1)N1C[C@H]2[C@@H](c3ccccc31)[C@H](CO)N2Cc1ccc(Cl)cc1
    1.9, 23, 20, 9
> Cc1ccccc1S(=O)(=O)NCC[C@H]1CC[C@@H](NC(=O)C2CCOCC2)[C@@H](CO)O1
    -2.0, -6, ·, -7
> Cc1noc(C)c1NC(=O)N(C)C[C@H]1Oc2ccc(NC(=O)CCC(F)(F)F)cc2CC(=O)N([C@H](C)CO)C[C@@H]1C
    0.3, 1, 0, 6
> Cc1noc(C)c1S(=O)(=O)Nc1ccc2c(c1)CC(=O)N([C@H](C)CO)C[C@H](C)[C@H](CN(C)C(=O)Nc1ccccc1)O2
    0.4, -7, -1, 25
> COc1cccc(-c2cnc3c(c2)C(=O)N([C@@H](C)CO)C[C@@H](C)[C@@H](CN(C)Cc2ccc(F)cc2)O3)c1
    1.2, ·, 8, -13

(list continues)
Order of values: KDM4C inh, Tcruzi prolif, C diff HTS, Pf Dd2 inh
> Cc1ccc(S(=O)(=O)Nc2cccc3c2O[C@H](CN(C)C(=O)NC2CCCCC2)[C@H](C)CN([C@H](C)CO)C3=O)cc1
    5.4, 27, -21, -23
> C[C@@H]1CN([C@@H](C)CO)C(=O)c2cc(-c3ccc(C#N)cc3)cnc2O[C@@H]1CN(C)C(=O)Nc1ccccc1
    33*, 55, 10, 43
> CCNC(=O)C[C@H]1CC[C@H]2[C@@H](COc3ccc(NC(=O)Nc4ccccc4F)cc3C(=O)N2C)O1
    0.1, 24, -1, 0
> O=C(CC1CC1)N1CC2(C1)[C@H](c1ccccc1)[C@@H](CO)N2CC1CCOCC1
    -1.1, ·, 2, 1
> C[C@@H]1CN([C@H](C)CO)C(=O)c2cc(-c3ccccc3)cnc2O[C@H]1CN(C)C(=O)c1cccc(F)c1
    0.9, -11, -3, 5
> CN(C)C(=O)C[C@@H]1CC[C@@H](NC(=O)C2CCOCC2)[C@H](CO)O1
    -2.4, 34, ·, 12
> C/C=C/c1ccc([C@H]2[C@@H](CN(C)C(C)=O)N(C(=O)C3CC3)[C@H]2CO)cc1
    0.6, ·, 3, 11
> CO[C@@H]1CN(C)C(=O)c2cc(NC(=O)Nc3ccc(F)cc3)ccc2OC[C@@H](C)N(C(=O)c2cnccn2)C[C@H]1C
    -0.5, -20, -7, -40
> COCC#Cc1ccc2c(c1)O[C@H](CN(C)C(=O)C1CCC1)[C@H](C)CN([C@H](C)CO)S2(=O)=O
    0.0, 57, 2, -32
> O=C(C[C@@H]1CC[C@H]2[C@@H](COC[C@H](O)CN2C(=O)Nc2ccccc2)O1)NCCCN1CCOCC1
    5.9, 22, ·, 5
> C[C@H]1CN([C@@H](C)CO)C(=O)c2cc(NC(=O)C3CCCCC3)ccc2O[C@@H]1CN(C)Cc1ccncc1
    1.5, 57, 1, 11
> CO[C@@H]1CN(C)C(=O)c2ccc(NS(=O)(=O)c3ccccc3)cc2OC[C@@H](C)N(C(=O)NC(C)C)C[C@H]1C
    -0.9, -5, 10, 7
> C[C@@H]1CN([C@H](C)CO)C(=O)CCCn2nncc2CO[C@H]1CN(C)C(=O)Nc1cccc2ccccc12
    ·, -40, -2, -11
> COc1ccc(S(=O)(=O)N(C)C[C@@H]2Oc3ccc(NC(=O)NC4CCCCC4)cc3CC(=O)N([C@@H](C)CO)C[C@@H]2C)cc1
    -2.9, 1, -5, -78
> C[C@@H]1CN([C@H](C)CO)C(=O)Cc2cc(NC(=O)Nc3ccc(F)cc3)ccc2O[C@@H]1CN(C)S(=O)(=O)c1ccccc1
    -1.6, -33, -7, 13
> CC(C)NC(=O)N(C)C[C@H]1Oc2cc(C#Cc3ccc(F)cc3)ccc2S(=O)(=O)N([C@H](C)CO)C[C@H]1C
    2.0, 31&33, -1&7, -3&-28
> CC(C)CC#Cc1ccc2c(c1)O[C@@H](CN(C)Cc1cncnc1)[C@@H](C)CN([C@@H](C)CO)S2(=O)=O
    0.0, 70, 1, -18
> C[C@@H]1CN([C@@H](C)CO)C(=O)c2c(c3ccccc3n2C)-c2ccccc2CO[C@@H]1CN(C)C(=O)[C@@H](Cc1ccccc1)N(C)C
    0.1, -6, 9, -71
> C[C@@H]1CN([C@H](C)CO)S(=O)(=O)c2ccc(-c3ccncc3)cc2O[C@@H]1CN(C)S(=O)(=O)c1ccccc1F
    0.7, ·, 4, -30
> CCC(=O)Nc1ccc2c(c1)C(=O)N(C)C[C@H](OC)[C@@H](C)CN(CC1CCCCC1)[C@H](C)CO2
    1.0, -38, ·, -25

(more compounds)
Order of values: KDM4C inh, Tcruzi prolif, C diff HTS, Pf Dd2 inh
> COc1ccc(NC(=O)N(C)C[C@H]2Oc3ccc(NS(=O)(=O)c4c(C)noc4C)cc3CC(=O)N([C@@H](C)CO)C[C@H]2C)cc1
    0.4, 20, 1, 3
> COc1cccc(C#Cc2ccc([C@@H]3[C@@H](C#N)N(C(=O)C4CCCC4)[C@H]3CO)cc2)c1
    4.1, ·, 36, -70
> O=C(CCN1CCCCC1)N[C@H]1CC[C@H](CCn2cc(-c3cccc(F)c3)nn2)O[C@@H]1CO
    1.7, ·, 2, -17
> C[C@H](CO)N1C[C@H](C)[C@H](CN(C)CC2CC2)Oc2ccc(NS(=O)(=O)c3ccccc3)cc2C1=O
    -1.5, 18, -2, -14
> O=C(Nc1cccc(Cl)c1)N[C@H]1CC[C@H](CCNC(=O)C2CCC2)O[C@H]1CO
    -0.2, ·, 0, 5
> CN1C(=O)c2cc(NC(=O)c3cccc(F)c3)ccc2OC[C@@H]2O[C@H](CC(=O)N3CCc4ccccc4C3)CC[C@H]21
    -4.1, 82, 8, -20
> COc1ccc(C#Cc2cnc3c(c2)C(=O)N([C@H](C)CO)C[C@H](C)[C@@H](CN(C)C(=O)c2ccccc2F)O3)cc1
    -0.2, -6, 12, -53
> C[C@H]1CN([C@@H](C)CO)C(=O)c2cc(-c3ccccc3F)cnc2O[C@H]1CN(C)C(=O)CN(C)C
    0.7, 0, -1, 38

Bioassay records as filed in PubChem BioAssay.
